E coli growth: bacterial growth inhibition, counter-screen for AddAB inhibitors. E. coli V3065 growth, OD600 absorbance, 18 h. inhibition, % at 11.9 µM. 330,000 tested, 0.27% active. AID 449728;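 active means inhibition above the campaign's mean inhibition across all tested compounds plus 3 SD, cut at about 9.9% in these data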;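 further: uninfected addAB+ strain grown without phage in ampicillin broth; 0% = DMSO wells and 100% = ciprofloxacin 0.95 µg/ml wells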
OPRM1-OPRD1 inv: inverse agonists of human mu-delta opioid receptor heterodimerization | 340,000 tested, 0.21% active | AID 504357 | P35372+P41143 | cell-based MOR-DOR heterodimer luminescence, inverse agonism | inhibition, % at 9.3 µM; in the data active means inhibition above about 22%, passing the limit was not always enough;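 further: 0% = cells with DMSO and 100% = wells without cells with DMSO; values of inactives mirror those of a sister screen read the other way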
PKA-R1A act: PKA-R1A complex activation; P00514+P68181; PKA-R1A dissociation, Cy5-IP20 fluorescence polarization; scaled: DMSO 0%, 113 µM cGMP 100%; activation, % at 11.4 µM; 340,000 tested, 0.083% active; AID 504707;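 active means percent activation above the mean of all tested compounds plus 3 SD, cut at about 19% in these data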;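 further: higher means more PKAc released from R1A so a rise in polarization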
Mot1-301 SUMO: SUMOylation pathway inhibition by Mot1-301 growth rescue; S. cerevisiae Mot1-301 growth rescue, ATP luminescence, 38.5C; percent above DMSO median, 100 means doubled; 320,000 tested, 1% active; growth rescue, % at 18.8 µM;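 active means every valid replicate shows activation above 250% relative to neutral control wells; inactive means the rest, any valid replicate at or below 250%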;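 further: OY570 slx delta 5 strain wells were the positive control but not used for scaling; some compounds called inactive have numbers as strong as hits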
phage Ecoli inh: E. coli growth loss with phage present. inhibition, % at 11.9 µM. growth absorbance. AID 651602. 360,000 tested, 0.26% active; in the data active means inhibition above about 11%
Arr AP2 block: human beta-arrestin and AP2 interaction inhibition | AID 504490 | 340,000 tested, 0.31% active | FITC-arrestin peptide / GST-AP2 beads, flow cytometry; AP2 beta2 appendage carries R879A mutation | inhibition, % at 10 µM;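 active means inhibition above a set limit, near 3 SD of compounds lacking own fluorescence, cut at about 54% in these data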;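 further: plate controls were DMSO wells for no effect and 5 µM unlabelled arrestin peptide for full effect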
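test system = AP2 appendage R879A on GSH beads | buffer or medium = PBS plus Tween 20 (0.05%) and BSA (0.1%) | incubation = 12 min plus 1 h, RT | detection = bead flow cytometry, FITC channel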
PfHsp90 yeast 2: inhibits growth of yeast expressing Plasmodium falciparum Hsp90. inhibition, % at 9.4 µM. S. cerevisiae expressing PfHsp90, BacTiter-Glo ATP, 48 h; yeast lacking PDR1 and PDR3 efflux regulators. 310,000 tested, 0.32% active;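 active means every replicate shows inhibition above about 80%, whatever the replicate mean, limit read from the data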;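 further: 0% = DMSO neutral controls and 100% = 20 µM radicicol positive controls; yeast relying on Plasmodium falciparum Hsp90 in place of its own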
OPRM1-OPRD1 ag: agonists of human mu-delta opioid receptor heterodimerization; P35372+P41143; cells, OPRM1-OPRD1 heterodimerization, luminescence; activation, % at 9.3 µM; 340,000 tested, 0.3% active; AID 504326; in the data active means activation above about 18%;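 further: 0% = vehicle-treated cells and 100% = reference agonist; values of inactives mirror those of a sister screen read the other way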
Pemphigus Ab inh: human desmoglein-3 autoantibody binding inhibition | DSG3-coupled beads, scFv-anti-DSG3-GFP binding, flow cytometry; active compounds read low | AID 588358 | P32926 | binding (percent of control), % at 10 µM | 310,000 tested, 0.48% active;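 active means binding more than 3 SD below its plate's average and above zero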;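 further: hits lower antibody fragment binding to DSG3; some compounds called inactive have numbers as strong as hits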
Target sequence (P32926 whole entry, looked up, the tested form may be a part): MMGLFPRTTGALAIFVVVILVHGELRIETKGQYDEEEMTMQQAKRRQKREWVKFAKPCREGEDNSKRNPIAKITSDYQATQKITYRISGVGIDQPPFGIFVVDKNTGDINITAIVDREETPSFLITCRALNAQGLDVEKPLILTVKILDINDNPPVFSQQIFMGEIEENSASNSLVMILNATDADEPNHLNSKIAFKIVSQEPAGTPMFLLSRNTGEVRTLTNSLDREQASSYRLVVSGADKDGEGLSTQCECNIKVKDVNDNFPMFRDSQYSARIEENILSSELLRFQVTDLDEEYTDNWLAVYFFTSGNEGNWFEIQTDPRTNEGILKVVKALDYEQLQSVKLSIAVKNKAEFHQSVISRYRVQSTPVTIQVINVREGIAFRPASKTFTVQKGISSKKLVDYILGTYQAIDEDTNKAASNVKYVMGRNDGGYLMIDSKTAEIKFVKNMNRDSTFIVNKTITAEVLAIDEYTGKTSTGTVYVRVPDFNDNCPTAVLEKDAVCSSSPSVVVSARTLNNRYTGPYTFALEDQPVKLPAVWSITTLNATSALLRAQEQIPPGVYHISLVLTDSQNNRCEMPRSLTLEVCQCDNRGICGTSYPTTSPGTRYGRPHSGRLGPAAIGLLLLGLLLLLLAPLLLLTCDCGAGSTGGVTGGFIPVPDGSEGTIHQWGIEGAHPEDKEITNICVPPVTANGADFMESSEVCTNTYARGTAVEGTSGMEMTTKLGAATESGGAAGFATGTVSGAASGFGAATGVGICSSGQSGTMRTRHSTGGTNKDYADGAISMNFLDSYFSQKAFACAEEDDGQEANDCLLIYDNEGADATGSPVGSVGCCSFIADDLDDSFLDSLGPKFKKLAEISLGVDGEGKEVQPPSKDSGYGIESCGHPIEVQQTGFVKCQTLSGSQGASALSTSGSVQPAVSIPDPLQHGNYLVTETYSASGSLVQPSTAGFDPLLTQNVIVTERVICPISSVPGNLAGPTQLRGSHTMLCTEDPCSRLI
AddAB inh: less growth of phage-infected E. coli with AddAB | E. coli expressing H. pylori AddAB, absorbance growth | inhibition, % at 11.9 µM | 330,000 tested, 0.29% active; in the data active means inhibition above about 12%;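 further: 0% = vehicle wells of infected cells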
Tat transport: blocks Tat-dependent protein export in E. coli | E. coli MC4100 TorA-mCherry Tat export, fluorescence | inhibition, % at 10 µM | 340,000 tested, 0.036% active;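 active means mean replicate inhibition at least 50% and at least half of replicates individually reaching 50%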;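 further: exported cargo escapes ClpAP degradation while cytoplasmic cargo is degraded and loses fluorescence; 0% = median of neutral control wells and 100% = median of NaSCN control wells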
Starred values were filed as active, the others as inactive; / = no result given.

# | mol | E coli growth | OPRM1-OPRD1 inv | PKA-R1A act | Mot1-301 SUMO | phage Ecoli inh | Arr AP2 block | PfHsp90 yeast 2 | OPRM1-OPRD1 ag | Pemphigus Ab inh | AddAB inh | Tat transport
1 | O=C(Nc1ccon1)c1ccc(Br)o1 | -0.8 | 0.8 | -0.4 | 29.7 | / | 24.0 | -13.4 | -0.2 | 94.9 | 0.3 | -4.6
2 | NS(=O)(=O)c1cccc(NC(=O)CCS(=O)(=O)c2ccc(Cl)cc2)c1 | -1.0 | 1.0 | -8.2 | -6.6 | -1.4 | 5.4 | 36.7 | -0.2 | 100.4 | -0.5 | -0.1
3 | COc1ccc(NC(=O)C2CCCN(S(=O)(=O)c3ccc4[nH]c(=O)ccc4c3)C2)cc1 (stereo unspecified) | -1.2 | 8.9 | 15.0 | 14.8 | 0.8 | 5.2 | -11.1 | -1.7 | 110.3 | 4.2 | -8.8
4 | Nc1ccc(N2CCN(c3ccc(Cl)c(Cl)c3)CC2)cc1 | 1.9 | -8.4 | -11.5 | 93.7 | 3.1 | 3.4 | 16.9 | 1.4 | 94.3 | 2.0 | 5.5
5 | CCCCc1ccc(-c2csc(/C(C#N)=C\c3ccc(C)o3)n2)cc1 | -0.1 | 7.1 | 1.4 | -11.6 | 3.1 | -4.4 | -23.3 | -1.3 | 108.7 | 0.9 | 13.0
6 | Cc1cc(C)cc(N(C(=O)c2cccs2)C2C=CS(=O)(=O)C2)c1 (stereo unspecified) | -2.0 | -15.9 | 7.1 | -9.0 | 4.2 | 3.3 | -4.4 | 3.4 | 105.2 | 2.7 | -1.8
7 | O=CN1CCCN(Cc2nc(-c3cccc(Cl)c3)no2)CC1 | 0.9 | 1.4 | 5.6 | -18.0 | 4.1 | 3.0 | 1.3 | -0.2 | 106.3 | -0.8 | -2.0
8 | O=C(NCc1cccnc1)C1CCCN(S(=O)(=O)c2ccc(Cl)cc2)C1 (stereo unspecified) | -0.4 | 13.9 | -5.1 | -7.3 | 1.4 | 6.7 | 9.9 | -2.4 | 90.5 | 1.2 | -17.7
9 | Cc1cccc(/C=N/Nc2nncc3ccccc23)c1 | 0.2 | -9.0 | 5.2 | 8.2 | 1.7 | 4.0 | -5.6 | 1.8 | 106.3 | 4.9 | 15.7
10 | O=S(=O)(NCc1ccco1)c1cnc(Cl)c(Br)c1 | -0.1 | 6.2 | 1.8 | 189.5 | 6.1 | -2.0 | -5.0 | -1.2 | 83.2 | -0.5 | -3.5
11 | CN(CC(=O)Nc1ccc(F)cc1)C(=O)c1cc([N+](=O)[O-])ccc1N1CCOCC1 | 1.1 | 12.9 | -6.9 | -12.5 | -1.3 | 0.6 | / | -2.4 | 95.0 | -0.7 | -2.8
12 | O=[N+]([O-])c1cc(C(F)(F)F)ccc1NC1CCN(Cc2ccccc2)CC1 | 0.5 | / | / | 80.9 | 4.2 | -5.4 | 1.8 | / | 97.8 | 2.4 | -2.8
13 | C/C=C/C(=O)OCC(=O)Nc1cccc(F)c1 | -2.0 | 8.2 | -7.0 | -0.3 | 3.8 | -3.3 | 20.7 | -1.6 | 100.9 | -2.6 | 0.1
14 | CC(C)OP(=O)(OC(C)C)C(Nc1ccccc1)c1ccccc1C(F)(F)F (stereo unspecified) | -0.9 | -14.2 | 0.7 | -1.5 | 1.7 | 36.0 | 11.0 | 2.8 | 95.9 | 0.3 | 17.5
15 | O=C(CSc1nnnn1C1CCCC1)Nc1ccccc1F | -0.6 | 13.4 | -3.6 | -5.0 | 1.5 | 1.7 | 1.5 | -2.5 | 101.7 | -0.3 | -10.1
16 | Cc1ccc(-n2nnnc2SCC(=O)NCC2(N3CCOCC3)CCCCC2)cc1 | / | -1.6 | 2.2 | / | 4.9 | -3.1 | / | 0.2 | 104.7 | / | 4.3
17 | Cc1ccc(N(C)C(=O)n2cnc3ccccc32)cc1 | -1.0 | 13.1 | 5.3 | 58.6 | 2.9 | 31.6 | 10.7 | -2.8 | 102.1 | 0.9 | -3.6
18 | COc1ccc(OC)c(NC(=S)N(CCc2c(C)[nH]c3ccccc23)Cc2cccs2)c1 | 0.3 | -13.8 | -6.1 | -5.0 | 1.9 | -3.5 | -6.5 | 2.7 | 99.5 | 0.2 | 0.4
19 | CCCCOC(=O)C(C#N)c1nc2ccccc2nc1N1CCN(Cc2ccc3c(c2)OCO3)CC1 (stereo unspecified) | 2.4 | 8.2 | -9.2 | -3.0 | 0.8 | -0.7 | -6.0 | -1.9 | / | -0.4 | -8.2
20 | COc1ccccc1-c1sc2cc3c(cc2c1C#Cc1cncn1C)OCO3 | 0.1 | 7.8 | -8.7 | -5.9 | 1.7 | 38.2 | 47.6 | -1.3 | 104.4 | 0.2 | -5.5
21 | O=C(CCn1nnc2ccccc21)N1CCN(c2ccccc2)CC1 | -1.4 | 1.7 | -11.9 | -19.8 | 1.9 | 2.7 | 9.1 | -0.3 | 107.5 | 0.7 | -3.6
22 | COc1ccccc1NC(=O)Nc1ccc(N2CCOCC2)cc1 | 0.5 | 1.9 | 2.0 | 76.6 | 2.5 | 11.8 | 3.3 | -0.4 | 96.7 | 0.6 | 5.8
23 | Cc1ccn2cc(CNS(=O)(=O)c3ccc4ccccc4c3)nc2c1 | -2.7 | 13.7 | -2.3 | -8.9 | -0.2 | 45.2 | 1.1 | -4.2 | 104.1 | -0.6 | -4.7
24 | O=C(CCc1nnc(CCCc2ccccc2)o1)NCCc1ccccc1 | -1.8 | 7.9 | -2.0 | -15.3 | 1.9 | 1.6 | -5.7 | -1.2 | 88.0 | 1.6 | -10.2
25 | CN1CCN(C(=O)c2ccccc2NC(=O)c2ccccc2Br)CC1 | 2.4 | -2.2 | -9.2 | 307.7 | 1.2 | -4.7 | -41.0 | 0.7 | 110.8 | 0.6 | -8.4
26 | COc1ccc(C(=O)Nc2ccc3c(c2)nc(CN2CCCC2)n3C)cc1 | 0.0 | 5.4 | -4.0 | -4.0 | 0.2 | -19.8 | / | -1.1 | 114.6 | 0.8 | -3.6
27 | C=CCN1C(=O)CN=C1Nc1cc(C)cc(C)c1 | 1.3 | 4.1 | -5.2 | -12.2 | -0.2 | -1.1 | -48.4 | -0.7 | 103.5 | -2.7 | 5.1
28 | Cc1ccc(C(=O)N2CCN(c3ccc([N+](=O)[O-])cc3-n3cccc3)CC2)cc1 | 0.0 | / | / | 10.9 | 1.3 | -1.6 | 2.9 | / | 90.1 | 2.3 | 4.7
29 | COc1cccc(-c2csc3nnc(SCC(=O)c4ccc(NC(C)=O)cc4)n23)c1 | 3.0 | -7.2 | 2.0 | -0.4 | / | 12.5 | / | 1.4 | 91.9 | 2.4 | -10.9
30 | CC12CC3(C)CC(C)(C1)CC(C(N)=O)(C2)C3 | 0.0 | -1.2 | -0.8 | 102.9 | 1.8 | 5.5 | 36.4 | 0.2 | 103.5 | -1.6 | 8.7
31 | O=C(c1ccc(F)cc1)c1ccc(N2CCCCC2)cc1 | -4.3 | -14.9 | 0.0 | 11.0 | 1.6 | 10.0 | -6.1 | 3.1 | 110.0 | -2.0 | -1.8
32 | CCOC(=O)Nc1nc(-c2ccc(F)cc2F)cs1 | 1.6 | -7.7 | -3.2 | 4.4 | 2.5 | 13.3 | 4.8 | 1.5 | 100.2 | 3.5 | -3.5
33 | COc1ccc(/C=C2\SC(=S)N(CCCC(=O)NC3CCCC3)C2=O)cc1OC | 0.7 | 8.8 | -3.3 | 193.6 | 1.0 | 2.7 | -9.7 | -2.7 | 109.1 | 3.2 | -4.0
34 | O=C(CCc1nc(-c2ccccn2)no1)NCc1ccc2c(c1)OCO2 | 1.4 | 5.1 | 2.5 | -2.7 | 1.3 | 14.0 | 17.1 | -1.0 | / | 1.5 | 2.2
35 | COc1ccc(OCC(=O)N2CCN(C(=O)COc3ccc(Br)cc3)CC2)cc1 | 0.3 | -0.4 | -3.4 | -3.6 | 1.7 | 2.8 | -3.2 | 0.1 | 98.4 | -1.3 | -4.5
36 | c1csc(Cn2c(-c3cccs3)nc3ccccc32)c1 | 1.5 | 5.1 | -3.3 | -22.8 | 1.3 | 3.8 | -2.5 | -1.0 | 104.2 | 0.3 | -6.4
37 | O=C(COC(=O)c1ccco1)NCC1CCCO1 (stereo unspecified) | 2.2 | 3.4 | -14.3 | 16.9 | 3.5 | 14.4 | / | -0.6 | / | -0.2 | -0.3
38 | COc1cc([C@H]2OC[C@H]3[C@@H]2CO[C@@H]3c2ccc(O[C@H]3O[C@H](CO)[C@@H](O)[C@H](O)[C@H]3O)c(OC)c2)ccc1O[C@@H]1O[C@H](CO)[C@@H](O)[C@H](O)[C@H]1O | 0.3 | -10.5 | -0.8 | 67.5 | 1.7 | 3.0 | 2.6 | 1.9 | 105.7 | -1.2 | -14.7
39 | Cc1cccc(CCNC(=O)C2CCCN(c3ncnc4c3nc3n4CCCCC3)C2)c1 (stereo unspecified) | -0.8 | 16.2 | -20.7 | 16.6 | 4.6 | -14.8 | -4.6 | -3.1 | 104.5 | -2.3 | -6.5
40 | COc1ccc(-c2coc(CCC(=O)N3CCN(c4cc(C)ccc4C)CC3)n2)cc1 | 1.2 | 11.1 | -10.6 | / | 4.2 | -4.3 | 3.7 | -2.2 | 106.5 | 0.2 | 11.8

Two entries from above, with two lines to a compound:
Second line of a record: E coli growth | OPRM1-OPRD1 inv | PKA-R1A act | Mot1-301 SUMO | phage Ecoli inh | Arr AP2 block | PfHsp90 yeast 2 | OPRM1-OPRD1 ag | Pemphigus Ab inh | AddAB inh | Tat transport
(37) O=C(COC(=O)c1ccco1)NCC1CCCO1 (stereo unspecified)
→ 2.2 | 3.4 | -14.3 | 16.9 | 3.5 | 14.4 | / | -0.6 | / | -0.2 | -0.3
(38) COc1cc([C@H]2OC[C@H]3[C@@H]2CO[C@@H]3c2ccc(O[C@H]3O[C@H](CO)[C@@H](O)[C@H](O)[C@H]3O)c(OC)c2)ccc1O[C@@H]1O[C@H](CO)[C@@H](O)[C@H](O)[C@H]1O
→ 0.3 | -10.5 | -0.8 | 67.5 | 1.7 | 3.0 | 2.6 | 1.9 | 105.7 | -1.2 | -14.7

Compound profiles, as listed above. Order of screens: E coli growth	OPRM1-OPRD1 inv	PKA-R1A act	Mot1-301 SUMO	phage Ecoli inh	Arr AP2 block	PfHsp90 yeast 2	OPRM1-OPRD1 ag	Pemphigus Ab inh	AddAB inh	Tat transport
`O=C(COC(=O)c1ccco1)NCC1CCCO1` (stereo unspecified) is entered as 2.2	3.4	-14.3	16.9	3.5	14.4	/	-0.6	/	-0.2	-0.3
`CCOC(=O)Nc1nc(-c2ccc(F)cc2F)cs1` is entered as 1.6	-7.7	-3.2	4.4	2.5	13.3	4.8	1.5	100.2	3.5	-3.5
`COc1cc([C@H]2OC[C@H]3[C@@H]2CO[C@@H]3c2ccc(O[C@H]3O[C@H](CO)[C@@H](O)[C@H](O)[C@H]3O)c(OC)c2)ccc1O[C@@H]1O[C@H](CO)[C@@H](O)[C@H](O)[C@H]1O` is entered as 0.3	-10.5	-0.8	67.5	1.7	3.0	2.6	1.9	105.7	-1.2	-14.7

Source: PubChem BioAssay (several laboratories)
